CHRM4 antagonist: blocks acetylcholine activation of human M4 receptor. P08173. CHO-hM4 cells, ACh EC80, Fluo-8 calcium fluorescence. inhibition, % at 3 µM. 0.73% of 360,000 active;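 active means inhibition above its plate's cutoff, the mean inhibition of sample wells plus 3 SD, cut at about 27% in these data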;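 further: 0% = acetylcholine EC80 with DMSO and 100% = DMSO without agonist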
Target sequence (P08173 whole entry, looked up): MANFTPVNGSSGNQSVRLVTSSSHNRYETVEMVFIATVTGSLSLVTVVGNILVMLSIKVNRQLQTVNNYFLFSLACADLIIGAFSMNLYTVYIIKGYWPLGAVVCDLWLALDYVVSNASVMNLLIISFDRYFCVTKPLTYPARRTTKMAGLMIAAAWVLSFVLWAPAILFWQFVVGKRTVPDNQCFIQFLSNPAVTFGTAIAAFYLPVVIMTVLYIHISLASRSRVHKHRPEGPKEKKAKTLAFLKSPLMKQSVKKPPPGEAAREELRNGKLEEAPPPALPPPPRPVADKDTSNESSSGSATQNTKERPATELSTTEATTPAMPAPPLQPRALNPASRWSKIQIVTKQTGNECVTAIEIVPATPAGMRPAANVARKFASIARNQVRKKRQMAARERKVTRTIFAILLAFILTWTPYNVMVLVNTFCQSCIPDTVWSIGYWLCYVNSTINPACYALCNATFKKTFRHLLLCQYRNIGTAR
CRFBP-R2 block: CRF-BP/CRF-R2 complex antagonism; HEK293 CRF-R2/CRF-BP, CRF-induced calcium fluorescence; 0.59% of 350,000 active; inhibition, % at 11.8 µM; AID 588475;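 active means inhibition of the ligand-induced calcium signal above about 50% at the single tested concentration, limit read from the data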
M5 antag: antagonists of human muscarinic M5 receptor (CHRM5); CHO-hM5 cells, Fluo-8 calcium fluorescence, ACh EC80; inhibition, % at 3 µM; P08912; 0.59% of 360,000 active;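 active means inhibition above a per-plate cutoff, the mean of that plate's test compounds plus 3 SD, cut at about 27% in these data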;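 further: 0% = acetylcholine EC80 with DMSO and 100% = DMSO without agonist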
Target sequence (P08912 whole entry, looked up): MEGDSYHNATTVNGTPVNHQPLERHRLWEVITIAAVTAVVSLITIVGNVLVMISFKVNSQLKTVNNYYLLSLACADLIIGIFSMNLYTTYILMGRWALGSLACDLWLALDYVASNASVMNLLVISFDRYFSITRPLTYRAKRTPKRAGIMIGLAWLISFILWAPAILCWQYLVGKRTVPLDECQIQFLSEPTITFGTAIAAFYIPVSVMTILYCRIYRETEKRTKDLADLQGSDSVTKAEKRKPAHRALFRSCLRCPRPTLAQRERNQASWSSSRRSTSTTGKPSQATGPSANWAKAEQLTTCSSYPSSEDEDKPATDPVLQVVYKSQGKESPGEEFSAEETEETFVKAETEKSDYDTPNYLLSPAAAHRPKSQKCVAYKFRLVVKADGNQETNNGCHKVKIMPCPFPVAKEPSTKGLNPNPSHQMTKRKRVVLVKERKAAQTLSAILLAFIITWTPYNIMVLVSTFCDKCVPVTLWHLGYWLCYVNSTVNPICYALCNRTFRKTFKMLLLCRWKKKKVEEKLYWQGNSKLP
M5 ag: agonists of human muscarinic M5 receptor (CHRM5); CHO-K1 hM5 cells, Fluo-8 calcium fluorescence; 0% DMSO wells, 100% maximal acetylcholine response; activation, % at 3 µM; 0.19% of 360,000 active;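 active means activation above the run's mean over test compounds plus 3 SD, cut at about 23% in these data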;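 further: signal is peak over basal fluorescence ratio across the kinetic read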
CHRM4 PAM: positive allosteric modulators of human muscarinic M4 receptor; 0.4% of 360,000 active; CHO-K1 hM4/Gqi5, Fluo-8 calcium fluorescence, ACh EC20; 0% = ACh EC20, 100% = maximal ACh; activation, % at 3 µM; P08173;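 active means activation above its plate's cutoff, the mean activation of sample wells plus 3 SD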; further: some results filed as inactive read as strong as hits
M4 ag: CHRM4 agonism in calcium assay. P08173. CHO-K1 hM4/Gqi5, Fluo-8 calcium fluorescence; vehicle 0%, full acetylcholine response 100%. activation, % at 3 µM. 0.14% of 360,000 active;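 active means activation above the run mean over all test wells plus 3 SD, cut at about 32% in these data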;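 further: peak over basal fluorescence ratio per well then scaled between controls; 0% = DMSO wells and 100% = acetylcholine at EC100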
IDE cell inh: cellular human IDE inhibition; P14735; HEK cells, FAbetaB cleavage, fluorescence polarization; inhibition, % at 5.59 µM; 0.41% of 320,000 active; AID 434962;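 active means percent inhibition above the average of all tested compounds plus 3 SD, set per screening campaign, cut at about 16% in these data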;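 further: IDE supplied by intact live HEK cells; FP after avidin binding of uncleaved biotin substrate so inhibition keeps polarization high; 0% = DMSO wells and 100% = 60 µM reference IDE inhibitor Ii1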
CRFR2-BP ag: agonists of human CRF-binding protein/CRF-R2 receptor complex; HEK293 CRF-R2/CRF-BP, calcium dye fluorescence (FLIPR); percent of saturating CRF peptide response; 0.46% of 350,000 active; activation, % at 13.2 µM;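 active means activation of at least 50%, plus an integration ratio under a set limit after plate pattern correction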;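 further: plate controls were neutral control wells without compound for no effect and CRF at EC100 for full effect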
CHRM5 PAM: potentiates acetylcholine response at human M5 receptor; P08912; CHO-K1 hM5, Fluo-8 calcium, ACh EC20 PAM; 0% = ACh EC20, 100% = ACh EC100; 0.3% of 360,000 active; AID 624038; activation, % at 3 µM;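 active means activation above the run cutoff, the mean activation of all test compounds plus 3 SD, cut at about 18% in these data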
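Probe or stimulus: acetylcholine, EC20 level; Assay system: human M5 receptor in CHO-K1 cells; Schedule: compound preincubation 140 s before EC20 acetylcholine addition; Technique: intracellular calcium via Fluo-8 fluorescence; Dosing: single-point, 3 µM nominal; Read-out basis: percent activation from peak-over-basal fluorescence ratio, scaled EC20-to-EC100 acetylcholine; Repeats: one well per compound, no replicates.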
Numbers without * were called inactive; nt = not tested or not shown. This is a random part of the collection; any-hit rate near 2.9%.

CHRM4 antagonist,CRFBP-R2 block,M5 antag,M5 ag,CHRM4 PAM,M4 ag,IDE cell inh,CRFR2-BP ag,CHRM5 PAM,Molecule
-5,-5,5,0,-3,1,nt,3.0,-5,C=C(C1=CCN(S(=O)C(C)(C)C)[C@@H]1CCO)c1ccccc1 (some centres not stated)
-3,6,6,1,3,3,1,-1.4,3,COc1ccc(CCNC(=O)C(=O)NCc2ccccc2C)cc1OC
-16,-37,-7,-1,12,2,3,8.7,0,CCCCOc1ccc(C(C)NC(=O)CCS(=O)(=O)Cc2ccccc2Cl)cc1 (configuration not stated)
0,50*,3,-4,-1,1,-4,0.4,0,COCCNc1nc2c(S(=O)(=O)c3cc(C)ccc3C)nnn2c2ccccc12
-8,-17,-6,-4,0,4,12,-0.3,5,O=C(CCSc1nc(-c2ccco2)cc(C(F)(F)F)n1)N1CCN(c2ccccc2)CC1
4,-30,-1,-2,-3,-1,8,1.5,-1,Cc1ccc(O)c(C2=Nc3ccccc3N=C(c3cccs3)C2)c1
-6,0,7,-8,16,2,5,0.7,0,COc1ccc(OCC(=O)NNC(=O)c2cccnc2)cc1
-13,5,-3,5,2,4,6,-0.2,1,O=C(c1n[nH]c(=O)c2ccccc12)N1CCN(Cc2ccc3c(c2)OCO3)CC1
4,-7,12,6,-10,16,nt,25,-14,O=C1c2ccccc2C2N1CCCN2C(=O)c1sc2ccccc2c1Cl (configuration not stated)
10,0,2,-4,-3,1,5,1.6,-1,CC(C)N(Cc1ccccc1)C(=S)NCCN1CCOCC1
-3,-6,0,-2,0,1,-6,-0.2,-1,O=C(CCS(=O)(=O)c1ccc(Br)s1)N1CCc2ccccc21
-28,-5,-13,-5,-3,1,5,-1.7,0,Cc1ccn2c(c1)nc(=O)c1cc(S(=O)(=O)N3CCCCC3)ccc12
-1,10,-8,-2,-3,0,2,-3.3,4,CC(=O)c1cnc2c(-c3cccc(Br)c3)cnn2c1C
5,-14,0,0,2,0,-2,-0.2,-1,COC(=O)CSc1cc(C)nc(NC(C)=O)n1
-6,-20,1,-3,10,0,4,-2.2,0,CCOC(=O)Nc1ccc2c(c1)N(C(=O)OC)c1ccccc1CC2
-16,-16,-9,3,2,1,2,1.5,5,O=C1Cc2cc(S(=O)(=O)N3CCN(c4ccccc4)CC3)ccc2N1
-1,-1,-3,-6,2,1,3,-0.8,-2,COc1ccc(CN(C)C(=O)c2ccc3c(=O)n4c(nc3c2)CCC4)cc1
-8,-10,3,-11,-11,-4,6,3.8,6,COc1cc(F)cc(C2=CC(=O)C[C@H](c3ccc(F)cc3)C2)c1
4,nt,4,1,2,-2,nt,nt,-5,CC(C)(C)NC(=O)C(c1cc2ccccc2o1)n1c(=O)c(-c2ccco2)nc2ccccc21 (configuration not stated)
5,-9,11,11,-7,10,nt,0.4,-17,O=S(=O)(NCc1ccncc1)c1ccc(F)c(F)c1
0,-1,-12,5,3,1,2,2.4,3,CCN1C(=O)[C@@H]2[C@@H](c3ccc(-c4ccc(Cl)c(Cl)c4)cc3)N3CCCC[C@@]3(C(=O)OC)[C@@H]2C1=O
5,-27,2,-1,3,2,2,1.9,-5,O=C(N/N=C/c1c[nH]c2ccccc12)C1CC1(c1ccccc1)c1ccccc1 (configuration not stated)
7,-14,1,-2,-22,-1,-2,1.6,1,O=C(CSC1CN(C(c2ccccc2)c2ccccc2)C1)N/N=C/c1ccc(Cl)cc1Cl
-1,6,1,-3,-1,-3,-3,-1.4,-1,C/C(=N\NC(=O)C(O)c1ccccc1)c1ccc(Cl)s1 (configuration not stated)
7,1,5,-7,-10,-1,-1,-6.2,0,COc1ccc(C(=O)c2nccc3ccccc23)cc1

(listing goes on)
CHRM4 antagonist,CRFBP-R2 block,M5 antag,M5 ag,CHRM4 PAM,M4 ag,IDE cell inh,CRFR2-BP ag,CHRM5 PAM,Molecule
2,8,6,-14,-1,-1,-1,1.3,0,O=C(NC1CC2CCCC(C1)N2Cc1ccc(F)cc1)c1ccc(F)cc1 (configuration not stated)
7,0,11,1,-5,3,4,-0.8,1,O=S(=O)(Nc1ccccc1Cl)c1cc(NC(=S)NCCN2CCOCC2)ccc1Cl
-6,3,-2,-8,-1,-2,4,-2.1,1,COc1ccc2c(c1)N(C(=O)CN1C(=O)C3CCCCC3C1=O)C(C)(C)C=C2C (configuration not stated)
-5,0,-4,0,-1,0,0,0.4,-3,Cc1ccc2cc(/C=N/NC(=O)[C@H]3C[C@@H]3c3ccccc3)c(Cl)nc2c1
8,-14,3,-5,-3,1,-3,0.2,2,CCN1CCN(c2ccc(S(=O)(=O)N3CCCCC3)cc2NC(=O)Cc2c(F)cccc2Cl)CC1
-1,-2,6,-3,7,4,4,-0.6,3,O=C(COc1ccc(Cl)cc1)NNC(=O)CSc1nncs1
0,10,-7,2,-1,3,1,1.1,0,O=C(CN1CCN(c2ccccc2F)CC1)c1ccc2cc[nH]c2c1
4,-3,7,-1,5,1,-1,2.2,3,CNC(=O)COc1coc(CN2CCN(C(=O)c3ccco3)CC2)cc1=O
-1,-11,9,-2,10,2,0,-1.3,-2,CC1CCCCC1NC(=O)CN(C)S(=O)(=O)c1ccc2c(c1)c(=O)n(C)c(=O)n2C (configuration not stated)
9,-1,1,-2,0,1,6,-0.2,6,Cc1onc(-c2ccccc2Cl)c1C(=O)NC(=S)NCc1cccnc1
-5,-13,-2,-1,1,1,nt,2.5,-1,Nc1nc2c(c(=O)[nH]1)C(c1cccc3ccccc13)C1=C(N2)c2ccccc2C1=O (configuration not stated)
0,-2,-1,-1,5,2,7,-0.3,1,COc1cc(/C=N/NC(=O)C2CC(=O)N(c3ccc(C)cc3)C2)cc(OC)c1OC (configuration not stated)
-5,16,-3,-6,-2,0,2,-1.7,-3,Cc1ccc(C(=O)Nc2ccc(N3CCCC3)cc2)cc1
-6,-24,14,5,-7,2,10,-1.3,-5,O=C(c1ccc([N+](=O)[O-])cc1)N1CCN(c2cccc3[nH]ccc23)CC1
11,10,7,0,0,1,-2,-2.4,-1,CC(C)CNC(=O)NC(=O)COC(=O)Cn1cnc2ccccc2c1=O
-1,0,0,-3,-1,3,-7,-0.2,1,O=C(NCCc1ccco1)C(=O)NCC1OCCCN1S(=O)(=O)c1cc(F)ccc1F (configuration not stated)
4,-25,0,1,6,1,-4,0.6,-3,CC(=O)Nc1ccc(NC(=S)NC(=O)/C=C/c2ccc(Cl)cc2)cc1
1,-5,-2,-4,1,0,nt,22,13,COc1ccc(CN2CCSCC2)c(C)c1C
0,13,16,-3,-2,0,0,-4.7,-5,CC(C)c1ccc2[nH]c(O)c(N=NC(=O)c3cccc(S(=O)(=O)Nc4cccc(Cl)c4)c3)c2c1
-3,4,8,-6,-4,1,1,-1.0,3,O=C(Cn1ncc(N2CCCC2)c(Cl)c1=O)c1ccc(Cl)cc1
-3,11,6,-4,5,2,5,-1.2,1,COC(=O)Cn1nnc2c(cnn2-c2ccccc2)c1=O
-6,nt,-3,1,9,1,nt,nt,-2,CCOc1ccc(CCNS(=O)(=O)c2c(C)nc3sccn3c2=O)cc1OCC
-5,nt,0,0,6,1,nt,nt,6,CCCCn1nnnc1C1(C)CCC(=O)N1Cc1ccco1 (configuration not stated)
2,-7,-1,0,-2,0,0,-2.5,-2,CN1CCN(C2=NC3(CCCC3)C(C#N)C(=O)N2)CC1 (configuration not stated)
-3,11,-11,1,0,0,4,1.1,3,COC(=O)[C@]1(C)N[C@H](CN(C)C(C)=O)[C@@H]2C(=O)N(Cc3ccccc3)C(=O)[C@@H]21

Ordered by number of heavy atoms (smallest number first): 12 of the compounds above
CHRM4 antagonist,CRFBP-R2 block,M5 antag,M5 ag,CHRM4 PAM,M4 ag,IDE cell inh,CRFR2-BP ag,CHRM5 PAM,Molecule
1,-5,-2,-4,1,0,nt,22,13,COc1ccc(CN2CCSCC2)c(C)c1C
-5,16,-3,-6,-2,0,2,-1.7,-3,Cc1ccc(C(=O)Nc2ccc(N3CCCC3)cc2)cc1
-1,-2,6,-3,7,4,4,-0.6,3,O=C(COc1ccc(Cl)cc1)NNC(=O)CSc1nncs1
-3,4,8,-6,-4,1,1,-1.0,3,O=C(Cn1ncc(N2CCCC2)c(Cl)c1=O)c1ccc(Cl)cc1
0,10,-7,2,-1,3,1,1.1,0,O=C(CN1CCN(c2ccccc2F)CC1)c1ccc2cc[nH]c2c1
-5,0,-4,0,-1,0,0,0.4,-3,Cc1ccc2cc(/C=N/NC(=O)[C@H]3C[C@@H]3c3ccccc3)c(Cl)nc2c1
2,8,6,-14,-1,-1,-1,1.3,0,O=C(NC1CC2CCCC(C1)N2Cc1ccc(F)cc1)c1ccc(F)cc1 (configuration not stated)
-6,nt,-3,1,9,1,nt,nt,-2,CCOc1ccc(CCNS(=O)(=O)c2c(C)nc3sccn3c2=O)cc1OCC
-1,-11,9,-2,10,2,0,-1.3,-2,CC1CCCCC1NC(=O)CN(C)S(=O)(=O)c1ccc2c(c1)c(=O)n(C)c(=O)n2C (configuration not stated)
-1,0,0,-3,-1,3,-7,-0.2,1,O=C(NCCc1ccco1)C(=O)NCC1OCCCN1S(=O)(=O)c1cc(F)ccc1F (configuration not stated)
0,13,16,-3,-2,0,0,-4.7,-5,CC(C)c1ccc2[nH]c(O)c(N=NC(=O)c3cccc(S(=O)(=O)Nc4cccc(Cl)c4)c3)c2c1
8,-14,3,-5,-3,1,-3,0.2,2,CCN1CCN(c2ccc(S(=O)(=O)N3CCCCC3)cc2NC(=O)Cc2c(F)cccc2Cl)CC1

The listing continues.
CHRM4 antagonist,CRFBP-R2 block,M5 antag,M5 ag,CHRM4 PAM,M4 ag,IDE cell inh,CRFR2-BP ag,CHRM5 PAM,Molecule
-2,29,3,-6,-1,1,5,-1.7,0,Cc1cccc(C)c1NC(=S)NCc1ccccc1
3,58*,-3,-3,1,1,0,0.0,-3,CN(C)c1nc(NCc2ccccc2)nc(SCC(=O)Nc2ccccc2Cl)n1
-15,nt,-4,1,13,1,nt,nt,-4,Cc1cccc(C(O)c2ncc(-c3ccccc3)[nH]2)c1C (configuration not stated)
-10,14,-7,4,2,6,-4,-1.0,8,Cc1c(Cc2ccccc2)c(=O)oc2cc(OCC(=O)NCc3ccccn3)ccc12
-8,5,-5,-3,7,2,-1,-1.2,1,O=C(c1ccco1)N(Cc1cccc(Cl)c1)C1CCS(=O)(=O)C1 (configuration not stated)
0,-5,13,-3,-5,1,6,1.3,-4,O=C(NC1CCCC1)C1CC(O)CN1C(=O)Nc1ccccc1 (configuration not stated)
-13,-6,5,1,5,2,-7,-1.8,2,Cc1cc(OCC(=O)NNC(=O)c2ccncc2)ccc1C(C)C
10,3,14,-2,-1,1,8,-0.8,-4,C[C@H](CO)N1C[C@H](C)[C@@H](CN(C)S(=O)(=O)c2cccs2)Oc2ccc(NC(=O)Nc3ccc4c(c3)OCO4)cc2C1=O
-6,-2,8,-1,-3,-1,-1,0.9,-6,O=S(=O)(NCCc1ccccc1)c1ccc(Br)cc1

Source: PubChem BioAssay (several laboratories)
